Source: PubChem BioAssay (National Center for Advancing Translational Sciences (NCATS))
S2 tox: viability counter-screen for ATXN expression inhibitors; S2 cells (HEK-293 line with an ATXN2-luciferase reporter) viability, CellTiter-Fluor protease fluorescence, 24 h; Potency, µM (series often up to 56.7 µM), hits mostly cytotoxic; 400,000 compounds, 0.49% hits; further: potency means the concentration at half of the fitted maximal effect; nearly all actives have a fitted effect of over 40% in size
ATXN2 expr inh: reduces ATXN2 reporter expression in HEK-293 cells | HEK-293 ATXN2-luciferase reporter, luminescence, 24 h | Potency, µM (series often up to 57 µM), inactives show at the highest dose activity change, negative = inhibition, most hits filed as inhibitors | 360,000 compounds, 0.72% hits | AID 1745845; further: potency means the concentration at half of the fitted maximal effect; on the % scale 0 is the no-effect control and ±100 the full control effect; nearly all actives have a fitted effect of over 55% in size
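ATXN2-luciferase reporter cells (luciferase flanked by upstream and downstream ATXN2 gene portions) were treated 24 h at 37 °C with compounds at up to 57 uM. SteadyGlo luminescence gave expression; GF-AFC fluorescence gave viability.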
HT1080NT lethal: kills 2HG-producing HT-1080-NT fibrosarcoma cells | HT-1080-NT fibrosarcoma viability, CellTiter-Glo ATP luminescence, 48 h | 360,000 compounds, 1.6% hits | Potency, µM (doses to about 46.1 µM), for the others: at the highest dose activity, negative = less viability, actives largely listed as cytotoxic | AID 686970;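 further: NT is the 2HG producing partner of a matched IDH1 knockdown line; potency means the concentration at half of the fitted maximal effect; 0% = DMSO-treated cells and -100% = media-only wells without cells; nearly all actives have a fitted effect of over 55% in size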
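Luminescent CellTiter-Glo readout after 48 hours of compound exposure at 37 degrees C defined viability of HT-1080-NT cells. Activity was normalized to DMSO wells and cell-free media wells; concentration-response curves were fitted and assigned curve classes.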
HT1080 IDH1KD tx: toxicity to HT-1080 IDH1 knockdown cells (counter line); 360,000 compounds, 2% hits; AID 686971; Potency, µM (titrated, usually from 46.1 µM), for inactives: at the highest dose activity, negative = toxicity, usual class: cytotoxic; HT-1080 IDH1 knockdown viability, ATP luminescence, 48 h;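 further: potency means the concentration at half of the fitted maximal effect; 0% = DMSO wells and -100% = cell-free medium wells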
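Luminescent ATP read-out (CellTiter-Glo, 10 min at room temperature) after 48 h compound exposure at 37 °C gave viability of IDH1-knockdown HT-1080 cells. Activity was normalised to DMSO and cell-free wells, then fitted as concentration-response curves.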
MCF10A rereplic: DNA re-replication induction in MCF 10a cells. MCF 10A DNA re-replication, Hoechst nuclear intensity, 48 h. Potency, µM (highest dose often 46.1 µM), for inactives: at the top dose activity, positive = re-replication, hits mostly activators. 350,000 compounds, 2.9% hits. AID 624296; further: potency means the concentration at half of the fitted maximal effect; % of control where 0% means no effect; nearly all actives have a fitted effect of over 50% in size
SW480 rereplic: DNA re-replication induction in SW480 cells; SW480 DNA re-replication, Hoechst DNA content imaging, 48 h; Potency, µM (highest dose often 46.1 µM), for the others: at the highest dose re-replication activation, usual class: activators; AID 624297; 340,000 compounds, 1.8% hits; further: potency means the concentration at half of the fitted maximal effect; % of control where 0% means no effect; nearly all actives have a fitted effect of over 55% in size
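SW480 cells exposed to compounds for 48 hr at 37 C, 5% CO2, then Hoechst-stained 40 min. Nuclear DNA content imaged by fluorescence scanning (405 nm excitation, 500-530 nm emission); re-replication scored as increased high-intensity nuclei.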
KB-V1 MDR tox: KB-V1 MDR subline cytotoxicity; Potency, µM (doses to about 46.1 µM), for the others: at the top dose activity change, negative = cytotoxicity, actives largely listed as cytotoxic; 400,000 compounds, 3.4% hits; KB-V1 MDR cells viability, CellTiter-Glo, 72 h; further: potency means the concentration at half of the fitted maximal effect; on the % scale 0 is the no-effect control and ±100 the full control effect; nearly all actives have a fitted effect of over 60% in size
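Potencies derive from concentration-effect curves fitted to normalized luminescence (CellTiter-Glo) of KB-V1 cells treated for 72 h at 37 degrees C in phenol-red-free DMEM containing 10% FBS.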
IL-1B inflam inh: blocks inflammasome-driven IL-1 beta release; THP-1 LPS/ATP IL-1B secretion, AlphaLISA, 16 h; hits give low values; activity change, % at 57.5 µM; 360,000 compounds, 4.7% hits; AID 743279; in the data active means activity change below about -50%; inconclusive means mostly about -30% to -49%; further: on the % scale 0 is the no-effect control and ±100 the full control effect
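Secreted IL-1B measured by AlphaLISA bead assay after 16 h compound exposure of THP-1 cells; compounds (final up to 57.5 uM) added 1 h before LPS (250 ng/mL) and ATP (1.25 mM) stimulation; lower signal means less secretion.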
KB-3-1 cytotox: KB-3-1 parental cell cytotoxicity; AID 1347075; KB-3-1 viability, CellTiter-Glo ATP luminescence, 72 h; 400,000 compounds, 1.4% hits; Potency, µM (titrated, usually from 46.1 µM), for inactives: top-dose activity change, negative = cytotoxic, actives largely listed as cytotoxic; further: potency means the concentration at half of the fitted maximal effect; on the % scale 0 is the no-effect control and ±100 the full control effect; nearly all actives have a fitted effect of over 60% in size
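Parental KB-3-1 viability, qHTS format: 72 h compound exposure, 37 °C; CellTiter-Glo; media-only wells and DMSO plates as controls; concentration-effect fits on corrected data.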
Numbers without * were called inactive; i = inactive; ? = inconclusive; / = not tested or not shown; & = joins results of further samples; [ ] = dose if it differs, or a comment. Unless noted, the call rests on the fitted dose curve; in most records, active means well fitted curve in the direction sought with a large enough effect; inconclusive means small, poorly fitted or top-dose-only effect, or another doubt; inactive means no such curve, though single readings can be large; an effect the other way counts as inactive or inconclusive.

compound	IL-1B inflam inh	KB-3-1 cytotox	S2 tox	ATXN2 expr inh	HT1080 IDH1KD tx	KB-V1 MDR tox	HT1080NT lethal	MCF10A rereplic	SW480 rereplic
O=C(Cc1csc2ccccc12)NCc1cccc(Br)c1	/	4%	i	11%	/	-12%	/	/	/
C=CCCCCCCCCc1nc(=S)[nH][nH]1	22	0%	?	-8%	12%[9.24 µM]	-5%	-1%	13%	-2%
Cc1ccc(CSC2=Nc3ccccc3C3=NC(CC(=O)NCc4ccc5c(c4)OCO5)C(=O)N23)cc1 (configuration not stated)	/	-20%	i	25%	/	-18%	/	/	/
COc1ccc(S(=O)(=O)N2CCC(O)(c3ccc(Cl)cc3)CC2)cc1OC	-4	-16%	i	-34%	-9%	-2%	-16%	3%	-15%
CNC(=O)c1ccsc1NC(=O)C1CCCN1S(=O)(=O)c1cccs1 (configuration not stated)	10	12%	i	13%	2%	-4%	4%	0%	-8%
CCCCC1(CO)C(=O)N(c2ccccc2)N(c2ccccc2)C1=O	-18	1%	i	-5%	-12%	-3%	-7%	-1%	-9%
Cc1ccc2nc(NC(=O)c3ccc(Cn4cc(Cl)cn4)o3)sc2c1	13	7%	i	1%	-15%	1%	-1%	12%	-6%
CCN(C[C@H]1N[C@@](CC)(C(=O)OC)[C@H]2C(=O)N(C)C(=O)[C@@H]12)S(=O)(=O)c1ccc(OC(F)(F)F)cc1	8	0%	i	3%	-4%	0%	-2%	-7%	28%
Nc1nc(Nc2ccccc2)nc(NCCO)c1[N+](=O)[O-]	-12	-3%	i	?	2%	10%	-3%	?	?
Cc1nc(Cl)sc1C(=O)O	2	5%	i	3%	-2%	-4%	-2%	3%	0%
O=S(=O)(Nc1ccc(Oc2ncccn2)c(Cl)c1)c1ccc(Cl)cc1	-12	-17%	i	-26%	1%	?	-5%	8%	26%
Cc1nc(-c2ccc(NC(=O)C3CCCCC3)cc2)cs1	-14	9%	i	9%	-11%	0%	-8%	11%	-2%
CCN1CC2([N+](=O)[O-])C=CC(=O)C([N+](=O)[O-])(C1)C2CC(=O)c1ccccc1 (configuration not stated)	0	-3%	i	-11%	4%	19%	5%	1%	-7%
CCOC(=O)N1CCN(C(=O)Nc2ccc3oc(C)nc3c2)CC1	11	-4%	i	-5%	8%	12%	-4%	?	-1%
CC(C)Nc1nc(NCc2ccccc2)c2sccc2n1	-101*	?	?	?	?	?	23µM*	/	/
COc1cc(C2c3c(-c4ccccc4O)n[nH]c3C(=O)N2Cc2ccco2)cc(OC)c1OC (configuration not stated)	3	-7%	?	4%	-12%	2%	1%	4%	15%
N#CCc1c(C#N)c(N)nc(Nc2ccccc2)c1C#N	0	18%	i	4%	1%	-4%	20%	-3%	2%
CCn1nnnc1-c1ccc(OC)c(S(=O)(=O)Nc2ccc(OC)cc2)c1	-13	4%	i	-5%	-16%	-2%	5%	129%	16%
COc1ccc2[nH]c(C)c(CCNC(=S)Nc3cccc(C)c3C)c2c1	8	-3%	?	?	-3%	0%	-7%	1%	4%
Cc1cc(OCC(=O)NNC(=O)c2cccc(F)c2)ccc1Cl	-13	-1%	i	/	0%	0%	5%	11%	-2%

Additional entries follow.
compound	IL-1B inflam inh	KB-3-1 cytotox	S2 tox	ATXN2 expr inh	HT1080 IDH1KD tx	KB-V1 MDR tox	HT1080NT lethal	MCF10A rereplic	SW480 rereplic
COc1ccc(N2CCN(C(=O)CCCn3c(=O)[nH]c4ccsc4c3=O)CC2)cc1	-2	-2%	i	-5%	8%	9%	13%	0%	-13%
Cc1ccc(OCC(=O)Nc2ccc3c(c2)OCCO3)cc1C	-67*	?	i	0%	-5%	14%	0%	25%	9%
CCn1c(C)cc(C=C2C(=O)c3ccccc3C2=O)c1C	0	3%	i	/	-18%	-14%	-4%	?	?
CC(=O)O/N=C(\N)Cc1ccc(-c2csnn2)cc1	-11	5%	i	/	6%	5%	3%	-1%	0%
O=C(NNS(=O)(=O)c1ccccc1[N+](=O)[O-])c1cccc(Cl)c1	4	4%	?	5%	12%	-4%	15%	1%	0.52µM*
CCOC(=O)C1CCN(C(=O)CCCn2c(=O)c3cccn3c3cccnc32)CC1	-8	3%	i	10%	20%	-3%	9%	3%	1%
O=C(COc1ccccc1[N+](=O)[O-])Nc1cccc(S(=O)(=O)NC2=NCCCCC2)c1	-14	20%	i	11%	9%	?	6%	2%	-2%
Cc1ccc(N2CCN(S(=O)(=O)c3c(C)nc4scc(C)n4c3=O)CC2)c(C)c1	62	-11%	i	-14%	-2%	2%	-2%	1%	-22%
CC(=O)c1cc2c(cc1NC(=O)Cc1ccsc1)OCO2	29	-6%	i	/	0%	-7%	9%	0%	1%
CCCCC1(c2ccc(F)cc2)NC(=O)N(CC(=O)Nc2ccc(N3CCOCC3)cc2)C1=O (configuration not stated)	35	?	i	-6%	-18%	-24%	-8%	10%	13%
Cc1nc(C(=O)Nc2ccc(Cl)cc2Cl)nn1-c1cc(OC(C)C)c(Cl)cc1Cl	0	0%	i	5%	1%	3%	11%	?	13%
Cc1nc2scc(C)n2c(=O)c1S(=O)(=O)Nc1ccc(OC(F)(F)F)cc1	14	-16%	i	-14%	-14%	-3%	-19%	21%	-3%
CC1(C)CC(=O)C/C(=N/NC(=O)COc2ccc(Cl)cc2Cl)C1	-18	-1%	i	-8%	?	15%	-24%	8%	-29%
O=S(=O)(Nc1ccc(Cl)cn1)c1ccc(F)cc1	17	5%	i	3%	16%	0%	7%	0%	-4%
O=C(NCCc1csc(-c2cccnc2)n1)c1cccc(Cl)c1	-5	12%&-27%	?	?	-14%	?	-2%	-3%	9%
Clc1ccc(-c2ncc3ccccn23)c(Cl)c1	-4	0%	?	11%	0%	-11%	-5%	27%	-40%[inhibitor]
CCOC(=O)COc1ccsc1C(=O)OC	-5	-3%	/	/	5%	1%	-5%	0%	-22%
CC(=O)Nc1ccc(OCc2cccc([N+](=O)[O-])c2)cc1	0	3%	i	50%[activator]	-1%	-14%	21%	0%	-9%
Cc1cc(C(=O)NNC(=O)NC(C)C)no1	10	-2%	i	-6%	1%	25%	19%	0%	-18%
CCCn1c(CN2CCN(C(C)=O)CC2)nc2cc(S(=O)(=O)N(C)C)ccc21	20	-2%	i	-1%	-1%	11%	-4%	27%	?

Later entries
compound	IL-1B inflam inh	KB-3-1 cytotox	S2 tox	ATXN2 expr inh	HT1080 IDH1KD tx	KB-V1 MDR tox	HT1080NT lethal	MCF10A rereplic	SW480 rereplic
CC(C)C(=O)Nc1ccnc(-c2cccnc2)n1	-15	0%	i	-4%	-18%	-9%	-5%	?	?
Cc1nc(Cl)c2oc3ccccc3c2n1	/	-10%	i	2%	-23%	-7%	-14%	?	?
NS(=O)(=O)c1ccc(NC(=O)CSc2nc3c(c(=O)[nH]2)CCCC3)cc1	6	17%	i	-1%	18%	-8%	10%	1%	-3%
COC(C(=O)NC(C(C)C)C(C)C)c1ccccc1 (configuration not stated)	0	-6%	i	-6%	0%	-15%	0%	5%	1%
CN(Cc1ccccc1)S(=O)(=O)c1cn(C)cn1	9	2%	i	-2%	2%	10%	1%	-3%	-6%
C=CCNC(=O)c1c(Cl)cnn1-c1ccc(C)cc1	26	-11%	i	79%[activator]	4%	-18%	-11%	-2%	2%
O=C(CSc1nc(-c2ccccc2)c(-c2ccccc2)o1)N1CCOCC1	-7	?	i	-8%	-19%	?	-16%	16µM*	2%
CCSc1nc2ccccc2c(=O)n1CCc1ccc(OC)c(OC)c1	-6	?	?	/	-16%	?	-5%	?	?
CC(=O)Nc1cc(Cl)ccc1OS(=O)(=O)c1ccc(C)cc1	-13	15%	i	-24%	11%	-1%	8%	-3%	-4%
O=C(CCCC(=O)OCC(=O)c1cccs1)Nc1ccc(Oc2ccccc2)cc1	16	8%	i	1%	4%	24%	5%	-3%	-3%
Nc1ccccc1OCCOCCOCCOc1ccccc1N	-10	-11%	i	-3%	-2%	-2%	0%	1%	1%
CC(C)(C)c1ccc(C(=O)Nc2cc(-c3nc4ccccc4o3)ccc2Cl)cc1	/	8%	i	9%	/	6%	/	/	/
CCOC(=O)N1CCC(Nc2c(NCCCN(CC)CC)c(=O)c2=O)CC1	-2	11%	i	0%	-9%	-18%	5%	-3%	-4%
CCn1cc([N+](=O)[O-])c(C(=O)Nc2c(C)nn(Cc3cccc(F)c3)c2C)n1	3	5%	i	-4%	22%	5%	8%	21%	-3%
O=C1NC2(CCCCCC2)C(=O)N1Cc1cccc([N+](=O)[O-])c1	-5	6%	i	-10%	6%	-4%	8%	19%	?
Cc1c(/C=N/NC(=O)CNc2ccccc2)c2ccccn2c1C(=O)c1ccncc1	13	0%	i	1%	7%	16%	-3%	1%	-4%
CC(Sc1nc(=O)cc(N)n1CCc1ccccc1)C(=O)NCc1ccccc1 (configuration not stated)	-14	5%	i	1%	-2%	0%	6%	?	2%
CCOC(=O)c1nnn(-c2nonc2N)c1CS(=O)(=O)c1ccccc1	11	0%	i	?	0%	5%	1%	?	-21%
O=C(CCn1c(=S)[nH]c2cc3c(cc2c1=O)OCO3)NCCc1ccccc1Cl	-1	-6%	i	/	-1%	-3%	-5%	/	/
COc1cccc2cc(C(=O)N3CCN(c4ncccn4)CC3)c(=O)oc12	0	-15%	i	2%	9%	4%	3%	-5%	-9%
CCCCS(=O)(=O)NC1=NCN(CCO)CN1	-1	10%	i	4%	13%	15%	13%	2%	-10%

Rows were taken by chance (roughly 11% active in at least one column).
